Assay outcomes: PubChem, several laboratories
IEC-6 cytotox = counter-screen for KLF5 inhibitors: cytotoxicity in IEC-6 cells; IEC-6 cytotoxicity, luminescence viability; inhibition, % at 5 µM; 290,000 compounds, 0.78% hits; in the data active = inhibition above about 22%;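 also: 0% = plate median of test compound wells and 100% = cytotoxic reference compound wells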
AI-2 QS mod = Vibrio harveyi AI-2 quorum sensing modulation | activity change, % at 7.5 µM | Vibrio harveyi JMH597 AI-2 luminescence/OD600 ratio, 9 h; stronger effect = lower value; strain lacks LuxN and CqsS sensors; 0 = neutral-control median | 300,000 compounds, 0.4% hits; in the data active = activity change below about -75%, passing the limit was not always enough;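 also: luminescence divided by OD600 gain over 9 h not by final OD600 alone; inactives centre near 13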
HSF1 activator = increases HSF-1 driven luciferase reporter signal; activation, % at 9 µM; 300,000 compounds, 1.7% hits; NIH3T3-HGL HSF-1 luciferase reporter, MG132, 8 h; 100% = twice DMSO control signal;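 active = mean replicate activation of at least 50% with a set share of replicates each reaching 50%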;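 also: 0% = median of the neutral control wells and 100% = twice that signal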
Platelet DG rel = modulates dense granule release in human platelets. AID 1663. human platelet-rich plasma, SFLLRN dense granule ATP release, luminescence. inhibition, %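 (compounds screened at 7.5 µM in platelet-rich plasma)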. 300,000 compounds, 0.22% hits;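 active = mean replicate score, as percent of positive control, at or above 50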
SKKanGAS inh = inhibitors of SKKanGAS S. pyogenes growth in kanamycin (SK-promoter or general growth effect); AID 1662; 300,000 compounds, 1.3% hits; inhibition, % at 7.5 µM; BacTiter-Glo, 6 h;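 active = mean replicate score, as percent of positive control median, at least 50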;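 also: strain carries kanamycin resistance gene driven by streptokinase promoter and grows in 40 µg/ml kanamycin; loss of luminescence reflects streptokinase promoter inhibition or plain growth inhibition; 0% = median of DMSO wells and 100% = positive control at its reference dose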
aSyn 5UTR inh = MLPCN primary screen, SNCA 5' untranslated region; inhibition, % (tested at 7.5 µM); AID 1813; alpha-synuclein 5'UTR reporter, inhibitor activity; 300,000 compounds, 0.82% hits; in the data active = inhibition above about 60%;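 also: H4 neuroglioblastoma cells stably carrying SNCA 5'UTR luciferase fusion; 0% = DMSO wells and 100% = positive control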
HSP90 inh = HSP90 refolding inhibition in rabbit reticulocyte lysate; luciferase refolding luminescence, 3 h; inhibition, % at 5.6 µM; 290,000 compounds, 0.91% hits; AID 1789;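 active = inhibition above the screen-wide mean plus 3 SD, computed separately per campaign, cut at about 16% in these data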;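 also: 0% = DMSO wells and 100% = 60 µM geldanamycin wells; inhibitors lower the luminescence because luciferase stays unfolded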
HIF activator = HIF pathway transcriptional activation; U2OS HRE-luciferase reporter, luminescence; normalized: DMSO 0%, desferrioxamine 100%; activation, % at 7.5 µM (by protocol); 300,000 compounds, 0.32% hits; AID 1910;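 active = mean activation of at least 10% of the iron chelator positive control signal, with at least half of replicates also reaching 10%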
HSF1 inh = HSF1 inhibition | NIH3T3-HGL HSE-luciferase, MG132-induced, luminescence 8 h; stronger effect = lower value | activity change, negative = inhibition, % at 7.5 µM (by protocol) | 300,000 compounds, 0.77% hits;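 active = more than half of replicate wells show activity change below -50%, luminescence cut by over half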;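 also: luciferase reports HSF-1 transcriptional activity via heat shock element; 0% = median of DMSO wells and -100% = zero luminescence signal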
KLF5 inh = inhibitors of KLF5 expression; DLD-1 KLF5 promoter-luciferase reporter, luminescence; inhibition, % at 5 µM; 290,000 compounds, 0.23% hits;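 active = inhibition above a per-plate limit of that plate's mean compound inhibition plus 3 SD, cut at about 60% in these data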;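 also: 0% = DMSO wells and 100% = LY294002 at 200 µM; higher means less KLF5 promoter-driven luciferase light; inactives centre near -14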
Active calls of the source: *; . = no result given.

SMILES	IEC-6 cytotox	AI-2 QS mod	HSF1 activator	Platelet DG rel	SKKanGAS inh	aSyn 5UTR inh	HSP90 inh	HIF activator	HSF1 inh	KLF5 inh
C=CCn1cn[nH]c1=S	1	17	35	1	3	-19	-1	-0.8	4	-16
CCOc1ccc(N2C(=O)C3ON(c4ccccc4)C(c4ccco4)C3C2=O)cc1 (stereo not given)	-3	27	15	4	9	-4	1	-0.3	-5	-15
COC(=O)Nc1nnc(Cc2ccc(Cl)cc2)s1	-1	6	5	2	-2	10	-2	2.7	0	-17
O=C(NC(Cc1ccccc1)C(=O)NC(Cc1ccccc1)C(=O)O)c1ccccc1 (stereo not given)	0	20	-10	5	-9	5	0	0.5	-8	9
CC(=O)COc1ccc2c(C)c(-c3ccccc3)c(=O)oc2c1	6	0	25	6	-3	-57	3	0.7	16	-100
CCOc1ccc(C(C)NC(=O)c2cccc(F)c2)cc1 (stereo not given)	-3	-1	3	6	2	23	4	-0.1	0	-19
Cn1ncc(Cl)c1C(=O)N/N=C/c1cc2c(cc1[N+](=O)[O-])OCO2	-6	30	7	-1	-2	-4	1	-0.4	-3	-2
C=CCNC(=O)c1ccccc1NC(=O)C1CC(=O)N(C(C)C)C1 (stereo not given)	-2	7	-5	11	2	-1	3	-0.5	5	-12
COc1cc(NC(=O)CCc2nnc3ccc(NCc4ccco4)nn23)cc(OC)c1	5	10	6	0	1	-44	0	-0.3	6	-9
CC(CCc1ccccc1)NC(=O)CNC(=O)c1ccccc1Br (stereo not given)	-2	21	-18	11	-1	-14	-3	-0.8	-3	-3
Cc1cccc(NC(=O)CSc2nnc([C@@H](N)Cc3ccccc3)o2)c1C	2	27	-4	2	3	10	1	0.7	-1	-28
CC1CCN(C2=NN3C(=N)/C(=C\c4ccc(OC(=O)c5ccco5)cc4)C(=O)N=C3S2)CC1	-5	25	37	3	10	-1	0	0.1	31	-14
Cc1cc(C)c(S(=O)(=O)N(CC(=O)NCc2cccnc2)C2CCCCC2)c(C)c1	2	2	-6	-7	1	-14	5	-0.2	-3	-13
CCC(C)C(NC(=O)c1ccccc1NC(=O)c1ccco1)C(=O)NC1CCCCC1 (stereo not given)	-4	3	0	-1	-1	-1	5	-0.3	-6	-12
COc1ccc(Nc2ncnc3sc(-c4ccccc4)cc23)c(OC)c1	2	22	26	-2	18	-14	-2	-0.3	-2	-34
CCNc1ccc(N=Nc2c(C)n(C)n(-c3ccccc3)c2=O)cc1	-1	27	12	2	1	-19	-3	0.4	-4	-38
Cn1cc(S(=O)(=O)N2CCCC2)cc1C(=O)NCc1ccc(Cl)cc1	-2	12	1	-2	-2	22	3	-0.2	-3	-43
CCN1CCN(C(=O)c2cccc(OC3CCN(S(C)(=O)=O)CC3)c2)[C@@H](C)C1=O	-1	18	-4	-2	4	2	0	-0.5	-6	-41
NS(=O)(=O)c1ccc(NC(=S)NCc2ccc3c(c2)OCO3)cc1	-4	6	2	-2	-1	-13	1	0.5	2	-23
CNC(=O)c1ccc(-c2ccc(F)cc2)s1	4	29	34	4	-8	-101	-2	3.3	17	-103
Cc1cc(C(F)(F)F)nn1CC(=O)N1CCCCC1C (stereo not given)	8	17	-7	12	-3	-4	0	-0.4	3	-5
CCOC(=O)C1CCCN(Cc2nc(CC3CC3)no2)C1 (stereo not given)	3	12	-1	7	-4	-23	2	0.2	-1	0
Cc1cc(=O)oc2cc(NC(=O)c3cccc(Br)c3)ccc12	5	5	26	2	-5	-166	1	-1.1	3	-77
CC(C)CC(C(=O)NC1CCCCC1)N(Cc1ccccc1)C(=O)c1snc(C(N)=O)c1N (stereo not given)	-1	11	11	-2	5	-7	5	-0.4	1	-11
Cc1ccc(C(=O)NC(=S)Nc2cccc(-c3nc4ccccc4s3)c2)cc1	2	10	-42	-2	6	-49	0	1.2	-27	-22
SMILES	IEC-6 cytotox	AI-2 QS mod	HSF1 activator	Platelet DG rel	SKKanGAS inh	aSyn 5UTR inh	HSP90 inh	HIF activator	HSF1 inh	KLF5 inh
COc1ccccc1Sc1nc(-c2ccccc2)ncc1OC	10	11	7	2	8	21	5	-1.2	5	17
CCOC(=O)C1=C(C)NC(=O)NC1c1c(OC)ccc2ccccc12 (stereo not given)	-7	9	19	-9	-3	12	5	2.0	1	-10
Cc1ccc(NCc2ccccc2OCc2ccccc2F)cc1	0	9	-29	4	38	0	2	0.2	-18	-32
Cc1ccc(NC(=O)C(=O)NCCN2CCN(S(C)(=O)=O)CC2)cc1	2	3	14	3	7	-16	-2	-0.2	-4	-13
COc1ccc(NC(=O)c2ccc3ccccc3c2)cc1	0	13	62*	-14	4	-92	11	-14	11	-183
O=C(O)C1=C[C@H](c2coc3ccccc3c2=O)C[C@H](OCc2ccc(CO)cc2)O1	-2	15	9	7	-4	-24	7	-0.2	0	-13
COCCNC(=O)C1CC(c2cccc(OC)c2)=NO1 (stereo not given)	-1	8	33	0	0	-7	0	-0.4	0	-30
CCN(CC)c1ccc(NC(=O)COc2ccccc2C)cc1S(=O)(=O)Nc1ccccc1OC	0	14	6	-14	10	33	0	-0.4	7	-22
O=C(CCC(=O)N1CCOc2ccc(Cl)cc21)NCCCN1CCOCC1	2	25	5	-3	0	-8	-2	0.1	1	-6
O=C(c1ccc(F)cc1)N1CCCC(c2ccccc2)C1 (stereo not given)	0	31	-7	2	1	-12	2	0.0	-5	-33
CCc1c(O)nc(SCC(=O)Nc2ccccc2C)n(-c2ccc(C)cc2)c1=O	0	14	-12	2	5	-7	-3	-0.2	-2	-33
Cc1ccc(C)c(C(=O)COC(=O)c2cc(Cl)nc3ccccc23)c1	1	14	32	-2	54*	9	-4	0.0	22	15
CC(C)(C)n1nc2c(c1NC(=O)c1cc([N+](=O)[O-])ccc1Cl)CS(=O)(=O)C2	0	24	18	-1	5	-95	1	0.1	0	-17
COc1ccc(N2CCN(c3ncnc4c3nnn4Cc3ccccc3Cl)CC2)cc1	2	-2	-1	4	11	8	4	0.0	-5	-8
CCC(C)NC(=O)CSc1nnc(-c2ccoc2C)n1CC1CCCO1 (stereo not given)	-1	29	-6	-2	5	7	-3	0.0	0	-26
Cc1cc(C(=O)Nc2ccc(F)cc2C)cs1	0	14	24	8	-5	-54	-1	1.1	6	-72
COc1ccc(C2CC(=O)N(CCCN(C)CCc3ccc(OC)c(OC)c3)C2)cc1 (stereo not given)	1	6	-18	-15	-7	5	6	-0.1	-13	-28
O=C(CCC(=O)N1CCc2ccccc21)Nc1ccccc1	0	-6	5	8	1	-3	-4	0.3	-1	-14
CC(=O)c1cccc(NC(=O)CSc2nc(N3CCCCC3)nc(N3CCCCC3)n2)c1	-1	17	7	-9	-1	26	3	0.1	-3	-12
Cc1csc(Sc2ccc([N+](=O)[O-])cc2C(=O)OCC(=O)NC2CCCC(C)C2C)n1 (stereo not given)	-5	16	36	14	15	3	-1	-0.2	16	-22
Cc1cc(C(=O)N2CCN(c3ccccc3O)CC2)c(C)o1	.	12	6	1	3	-12	.	0.8	13	.
Cc1cc(NCCO)nc(-n2nc(C)cc2C)n1	-2	13	19	15	9	18	1	-0.4	9	-16
CN(C)C(=O)CC12CC3CC(C1)CC(CC(=O)N(C)C)(C3)C2	-4	3	-5	5	-7	-4	-1	-0.2	-8	-15
c1ccc(-c2nn3c(Cn4nnc5ccccc54)nnc3s2)cc1	-2	22	-5	-6	-11	2	0	0.1	13	-18
O=S(=O)(NC(=S)Nc1ccccc1)c1ccc(F)cc1	-1	11	-5	12	-2	12	4	2.4	-2	-13

Results in SKKanGAS inh and HSP90 inh, for three of the compounds above:
compound	SKKanGAS inh	HSP90 inh
Cc1ccc(C)c(C(=O)COC(=O)c2cc(Cl)nc3ccccc23)c1	54*	-4
COc1ccc(C2CC(=O)N(CCCN(C)CCc3ccc(OC)c(OC)c3)C2)cc1 (stereo not given)	-7	6
Cc1cc(NCCO)nc(-n2nc(C)cc2C)n1	9	1

The results go on.
SMILES	IEC-6 cytotox	AI-2 QS mod	HSF1 activator	Platelet DG rel	SKKanGAS inh	aSyn 5UTR inh	HSP90 inh	HIF activator	HSF1 inh	KLF5 inh
O=C(Nc1ccc(Cl)cc1)/C(=C/c1cccc(O)c1)c1nc2ccccc2s1	4	41	-74	11	16	-8	2	-6.1	-76*	13
BrC(/C=C\c1ccccc1)=N/Nc1nc(N2CCOCC2)nc(N2CCOCC2)n1	-4	5	176*	0	-6	-27	0	0.5	104	-19
O=S(=O)(Nc1ccc2c(c1)OCCO2)c1cccc(F)c1	-2	13	-32	-1	-2	-37	-3	-0.1	-21	-37
CN(C)/C=C/c1onc(-c2c(Cl)cccc2Cl)c1C#N	3	23	22	2	7	2	-1	-0.1	6	-42
FC(F)(F)c1nnc(-c2ccccc2)nc1N1CCOCC1	-4	15	3	-5	-4	0	1	-0.5	-6	-2
COc1ccc(C(=O)Cn2c(Cl)nc3c2c(=O)n(C)c(=O)n3C)cc1	-6	10	12	2	6	-31	1	-0.1	4	-1
CCc1nc2ccccc2c(C(=O)OCC(=O)N2CC(C)OC(C)C2)c1C (stereo not given)	.	4	3	-11	13	11	.	0.1	-1	.
O=C(N/N=C/c1cccc2ccccc12)c1n[nH]c2c1CCCC2	2	17	-4	0	5	-22	-1	3.6	14	-18
Cc1ccc(-n2ncc3c2CCCC3NC(=O)c2cnccn2)cc1C (stereo not given)	4	39	16	0	11	22	7	0.2	-8	1
O=S(=O)(Nc1ccc(C(F)(F)F)cc1)c1cccs1	3	-85*	-1	-4	1	4	-3	-1.9	0	7
Cc1c(C)c2ccc(OCC(=O)NC(Cc3c[nH]c4ccc(O)cc34)C(=O)O)c(C)c2oc1=O (stereo not given)	-6	8	4	-1	-2	10	-5	-0.4	0	-13
O=C(NCc1cccnc1)c1ccc(NC(=O)c2ccc([N+](=O)[O-])cc2)cc1	87*	30	2	7	-4	24	-4	-1.2	2	-20
CCOC(=O)CNC(=O)COc1coc(CN2CCN(c3ccc(F)cc3)CC2)cc1=O	2	16	-8	-13	-3	24	-1	-0.5	-1	-22
O=C(CN1CCCC1)Nc1cccc(Cl)c1	4	18	43	-1	0	-14	2	-19	5	5
CCOC(=O)c1cnc(Nc2nc3ccccc3o2)nc1CSC(=S)N(CC)CC	0	25	-15	-1	19	-15	0	1.6	-17	1
O=C(O)c1ccccc1C(=O)NCc1c(Cl)cccc1Sc1ccc(Cl)cc1	3	34	-1	-4	6	-3	-7	0.4	5	-26
COc1cccc(CNC(=O)C2Cc3cc(S(=O)(=O)N4CCCC4)ccc3N2C(C)=O)c1OC (stereo not given)	-4	18	14	-15	-8	-9	-3	1.2	8	2
CC1=C(C(=O)OCC2CCCO2)C(c2cccc(O)c2)NC(=O)N1 (stereo not given)	-1	14	4	2	-2	-4	2	0.9	5	-8
C=CCOc1ccc(/C=C2\SC(=S)N(NS(=O)(=O)c3ccc(C)cc3)C2=O)cc1	-3	29	8	1	25	3	-1	-1.8	-2	-20
CCn1c(SCC(=O)N/N=C(/C)c2ccncc2)nc2ccccc21	4	-4	22	-1	28	-10	0	0.0	12	-2
O=C(C/C=N\OCc1c(Cl)cccc1Cl)Oc1ccc(Cl)cc1Cl	-2	0	-6	-8	-11	-15	1	-0.1	1	-11
CC1(C)CC(=O)C=C(Nc2ccc(F)c(Cl)c2)C1	-4	24	14	-4	3	-23	2	-41	5	-31
